# High-throughput results from PubChem.
# CSN inh – blocks human CSN-mediated cullin deneddylation. Purified CSN, SCF-Nedd8-OG deneddylation, fluorescence polarization. inhibition, % at 12.5 µM. 0.38% of 360,000 active. AID 651999;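 active means pattern-corrected inhibition above about 35%, with an unprinted fluorescence ratio check between 0.5 and 1.5, limit read from the data, passing the limit was not always enough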;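 further: 0% = enzyme with substrate and 100% = substrate without enzyme; some results filed as inactive read as strong as hits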
# Target sequence (Q92905 whole entry, looked up, one chain of several): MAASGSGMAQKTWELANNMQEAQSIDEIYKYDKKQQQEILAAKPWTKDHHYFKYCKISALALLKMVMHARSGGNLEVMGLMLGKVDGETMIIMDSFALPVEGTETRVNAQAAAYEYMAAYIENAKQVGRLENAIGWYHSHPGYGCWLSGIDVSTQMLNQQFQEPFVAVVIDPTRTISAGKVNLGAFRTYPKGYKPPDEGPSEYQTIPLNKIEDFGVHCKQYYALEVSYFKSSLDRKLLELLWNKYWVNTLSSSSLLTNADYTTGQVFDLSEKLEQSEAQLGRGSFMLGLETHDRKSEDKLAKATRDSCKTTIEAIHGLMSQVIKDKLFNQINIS
#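 Material: purified human Csn5 enzyme expressed in HEK293T cells / Medium: Tris buffer pH 7.5, NaCl, DTT, Tween-20, trehalose, ovalbumin / Compound dosing: 12.5 µM single point / Schedule: 90 min incubation of compound, enzyme and substrate at room temperature / Signal: fluorescence polarization of the substrate / Control set: no-enzyme wells high, enzyme-with-substrate wells low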
# Tb MetRS inh – Trypanosoma brucei MetRS inhibition | purified T. brucei MetRS, ATP depletion, Kinase-Glo luminescence | inhibition, % at 11.9 µM | 0.4% of 360,000 active;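 active means inhibition above a per-plate cutoff of the control wells' mean inhibition plus 3 SD, cut at about 5.5% in these data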;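 further: 0% = DMSO wells median and 100% = median of wells with control inhibitor compound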
#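 System: purified T. brucei MetRS enzyme / Detection: Kinase-Glo luciferase luminescence reporting remaining unconsumed ATP / Medium: HEPES buffer with MgCl2, KCl, DTT, spermine, BSA, pyrophosphatase / Replication: singlicate, one well per compound / Evaluation: percent inhibition relative to median high and low control wells / Schedule: 2 h aminoacylation at 25 °C after 15 min preincubation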
# Neddylation inh – cullin neddylation inhibition; TR-FRET cullin neddylation, biochemical; P61081+Q13564; calls only at 25 µM; 0.58% of 360,000 active; AID 651699; in the data active means inhibition above about 36%
# MsrA act – activators of bovine methionine sulfoxide reductase A; activation, % at 10.6 µM; purified bovine MsrA, absorbance read-out; 0.3% of 360,000 active; in the data active means activation above about 7.5%;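 further: 0% = vehicle and 100% = reference activator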
# eLon inh – inhibits E. coli Lon protease | P0A9M0 | purified E. coli Lon protease, fluorescence polarization | inhibition, % at 7.94 µM | 0.42% of 360,000 active; in the data active means inhibition above about 13%, passing the limit was not always enough;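 further: 0% = enzyme with probe and DMSO and 100% = no enzyme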
# Target sequence (P0A9M0 whole entry, looked up): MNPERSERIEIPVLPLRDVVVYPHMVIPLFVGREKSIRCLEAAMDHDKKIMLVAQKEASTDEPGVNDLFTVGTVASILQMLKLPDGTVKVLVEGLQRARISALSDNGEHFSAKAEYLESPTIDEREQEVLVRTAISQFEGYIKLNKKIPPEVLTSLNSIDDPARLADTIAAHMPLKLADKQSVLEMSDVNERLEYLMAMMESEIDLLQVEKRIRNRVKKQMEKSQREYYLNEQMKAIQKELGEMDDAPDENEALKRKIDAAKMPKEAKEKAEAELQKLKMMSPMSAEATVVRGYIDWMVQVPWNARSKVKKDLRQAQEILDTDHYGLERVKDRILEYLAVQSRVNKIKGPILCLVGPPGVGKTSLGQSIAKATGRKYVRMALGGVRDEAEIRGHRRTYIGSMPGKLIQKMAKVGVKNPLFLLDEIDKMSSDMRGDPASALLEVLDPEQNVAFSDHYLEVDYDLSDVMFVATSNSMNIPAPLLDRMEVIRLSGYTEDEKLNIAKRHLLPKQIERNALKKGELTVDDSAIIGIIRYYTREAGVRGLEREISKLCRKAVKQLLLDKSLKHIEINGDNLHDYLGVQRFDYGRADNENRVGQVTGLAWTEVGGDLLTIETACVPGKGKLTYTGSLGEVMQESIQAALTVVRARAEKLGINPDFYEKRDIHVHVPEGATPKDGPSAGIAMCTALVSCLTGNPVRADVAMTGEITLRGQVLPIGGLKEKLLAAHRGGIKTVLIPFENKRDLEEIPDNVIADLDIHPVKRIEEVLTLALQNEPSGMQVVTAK
# PABP1 MLLE inh – inhibitors of microRNA-mediated deadenylation, human PABP1 MLLE binding; P11940; GST-MLLE / FITC-PAM2 fluorescence polarization; inhibition, % at 20 µM; 0.36% of 360,000 active; in the data active means inhibition above about 35%, passing the limit was not always enough;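 further: plate controls were DMSO wells with GST-MLLE for no effect and wells lacking GST-MLLE protein for full effect; some results filed as inactive read as strong as hits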
# FAS TE block – inhibitors of human fatty acid synthase thioesterase domain; P49327; recombinant FAS-TE, OMFH fluorogenic substrate, fluorescence endpoint; inhibition, % at 15 µM; 0.67% of 360,000 active; AID 602261;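 active means compounds whose normalised, plate-corrected inhibition of enzyme fluorescence in the single-dose primary screen is 50% or more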;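 further: 0% = DMSO with enzyme and 100% = substrate without enzyme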
# MsrA inh – bovine MsrA inhibition | 0.75% of 360,000 active | purified bovine MsrA, absorbance read-out | inhibition, % at 15.5 µM; in the data active means inhibition above about 4.5%;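 further: 0% = vehicle wells with enzyme and 100% = reference inhibitor wells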
# Rin1-Abl PPI inh – blocks binding of human Rin1 to Abl; P00519+Q13671; inhibition, % at 7.35 µM; 0.4% of 360,000 active; TR-FRET Rin1/Abl binding, biochemical; in the data active means inhibition above about 5%, passing the limit was not always enough
# * marks the source's active call; other numbers are inactive results; i = inactive; nt = no result given. Outcome played no part in choosing rows, and some 4% of all compounds hit somewhere here.
# Value order: CSN inh	Tb MetRS inh	Neddylation inh	MsrA act	eLon inh	PABP1 MLLE inh	FAS TE block	MsrA inh	Rin1-Abl PPI inh
[1] CCOC(=O)C1CCCN(c2c(NCCCN(CC)c3cccc(C)c3)c(=O)c2=O)C1 (centres undefined)
    3	-1.6	i	-1	2	5	-4	-0.1	-1
[2] Cc1ccc(-c2cc(C(=O)N/N=C/c3ccc(Cl)cc3)n[nH]2)o1
    4	0.1	i	-1	-6	-6	9	0.7	4
[3] CN(Cc1cnn(-c2ccccc2)c1)C(=O)c1cccc(S(=O)(=O)Nc2ccccc2F)c1
    1	-0.3	i	-1	-1	8	-1	1.8	-5
[4] Cc1nnc(NC(=O)CSc2cn(CCNC(=O)c3ccccc3)c3ccccc23)s1
    3	0.0	i	3	-6	20	-4	1.9	3
[5] COc1ccc(CNC(=O)C(C#N)c2nc3ccccc3nc2N2CCCC2)cc1 (centres undefined)
    -16	-0.5	i	-4	-35	12	-10	-0.3	0
[6] Cc1c(C(=O)Nc2nnc(SCc3ccccc3Cl)s2)cccc1[N+](=O)[O-]
    0	-0.3	i	0	-9	-15	-8	-0.2	-3
[7] Cc1c(-c2ccc(OCc3ccccc3)cc2)nc2ccccc2c1C(=O)O
    6	-0.9	i	-3	3	8	-6	-0.3	4
[8] CC1CCCC(NC(=O)CCC(=O)NCc2ccccc2)C1C (centres undefined)
    1	-0.6	i	-2	3	-3	-4	-1.1	1
[9] Cc1ccc(S(=O)(=O)NC(=O)COc2cc(C)ccc2C(C)C)cc1
    1	0.1	i	-5	0	4	-4	-0.5	3
[10] COc1ccc(C(=O)N(Cc2ccccc2)c2ccc(C)cc2)cc1S(=O)(=O)N1CCOCC1
    1	-0.4	i	-2	-14	-8	10	-0.1	3
[11] O=C1CC(SC(=NCc2ccc3c(c2)OCO3)Nc2ccccc2)C(=O)N1c1ccccc1 (centres undefined)
    -2	-0.2	i	-1	2	0	34	-0.4	0
[12] O=C(NCc1nnc(SCc2ccccc2)n1-c1ccc(F)cc1)C12CC3CC(CC(C3)C1)C2
    -10	-0.6	i	-3	2	0	10	1.6	-4
[13] COC(=O)c1ccc(CNC(=O)c2cc3ccccc3oc2=O)cc1
    -15	-0.7	i	-3	6	-1	0	0.0	1
[14] COc1cc(OC)cc(C(=O)NCCNc2nc3cc(C)cc(C)c3cc2C#N)c1
    -3	0.6	i	-3	15	8	13	-1.0	-2
[15] O=c1[nH]ncc(N/N=C/c2ccccc2)c1Cl
    3	-1.0	i	-16	-16	-14	-1	7.2*	-7
[16] O=C1c2ccccc2S(=O)(=O)N1CC(O)Cn1ccc2ccccc21 (centres undefined)
    -10	-0.5	i	-4	112*	79	-72	0.3	-1
[17] CCN(C(=O)CSc1nnc(-c2cccs2)n1N)c1c(N)n(Cc2ccccc2)c(=O)[nH]c1=O
    5	-0.7	i	-8	1	-13	-6	-0.3	-1
[18] CN(CCS(=O)(=O)c1ccc(Cl)cc1)Cc1cccnc1
    3	-0.1	i	-4	-1	-8	-7	0.7	-1
[19] CCN(C(=O)CSc1nc(C)nc2sc3c(c12)CCC3)C1CCS(=O)(=O)C1 (centres undefined)
    -6	0.2	i	-2	-3	15	-4	0.0	3
[20] CCCC(=O)Nc1cc(C)cn(Cc2c(F)cccc2Cl)c1=O
    1	-0.3	i	-1	-3	4	2	0.2	-1
[21] COc1ccc(CCNC(=S)Nc2ccc(C(C)C)cc2)cc1
    2	0.2	i	-1	0	-68	26	-0.6	-2
[22] COc1cc(C(c2nnnn2C2CCCC2)N2CCc3ccccc3C2)ccc1O (centres undefined)
    2	-1.4	i	-14	-2	23	0	0.4	0
[23] CCN(CC)S(=O)(=O)c1cccc(C(=O)N/N=C2\CCCC(=O)C2)c1
    2	-0.8	i	-6	87*	-5	-3	2.1	1
[24] COc1ccc(CNC(=O)CN(c2ccccc2)S(=O)(=O)N(C)C)cc1
    -6	-0.5	i	-8	-11	-6	-3	-1.6	0
[25] O=C(Nc1ccc(N2CCOCC2)cc1)c1ccc(Cl)cc1N1CCCC1=O
    2	-0.2	i	0	-13	-5	-5	0.8	1
[26] COc1ccccc1CNC(=O)CCC(=O)N1CCOc2ccc(C)cc21
    1	-0.1	i	-4	-4	1	-1	0.6	0
[27] CN(C)C(=O)CSc1nnc(Cc2ccc3c(c2)OCO3)o1
    -2	-0.9	i	-7	-14	2	-6	-0.6	2
[28] COc1ccc(S(=O)(=O)N2CCOCC2)cc1NC(=O)C1COc2ccccc2O1 (centres undefined)
    -4	-0.2	i	-6	8	3	4	-1.1	1
[29] COc1cc(C(=O)NCc2nnc(SCC(=O)N3CCOCC3)o2)cc(OC)c1OC
    8	-0.5	i	0	9	-9	-7	0.7	-5
[30] CCN1CCN(C(=O)C(C)Nc2ccc(OC)cc2OC)CC1 (centres undefined)
    4	-0.6	i	-4	1	-52	-7	-0.6	-1

# An excerpt from above in order of heavy-atom count, rising.
# Value order: CSN inh	Tb MetRS inh	Neddylation inh	MsrA act	eLon inh	PABP1 MLLE inh	FAS TE block	MsrA inh	Rin1-Abl PPI inh
[15] O=c1[nH]ncc(N/N=C/c2ccccc2)c1Cl
    3	-1.0	i	-16	-16	-14	-1	7.2*	-7
[18] CN(CCS(=O)(=O)c1ccc(Cl)cc1)Cc1cccnc1
    3	-0.1	i	-4	-1	-8	-7	0.7	-1
[27] CN(C)C(=O)CSc1nnc(Cc2ccc3c(c2)OCO3)o1
    -2	-0.9	i	-7	-14	2	-6	-0.6	2
[8] CC1CCCC(NC(=O)CCC(=O)NCc2ccccc2)C1C (centres undefined)
    1	-0.6	i	-2	3	-3	-4	-1.1	1
[16] O=C1c2ccccc2S(=O)(=O)N1CC(O)Cn1ccc2ccccc21 (centres undefined)
    -10	-0.5	i	-4	112*	79	-72	0.3	-1
[26] COc1ccccc1CNC(=O)CCC(=O)N1CCOc2ccc(C)cc21
    1	-0.1	i	-4	-4	1	-1	0.6	0
[25] O=C(Nc1ccc(N2CCOCC2)cc1)c1ccc(Cl)cc1N1CCCC1=O
    2	-0.2	i	0	-13	-5	-5	0.8	1
[14] COc1cc(OC)cc(C(=O)NCCNc2nc3cc(C)cc(C)c3cc2C#N)c1
    -3	0.6	i	-3	15	8	13	-1.0	-2
[1] CCOC(=O)C1CCCN(c2c(NCCCN(CC)c3cccc(C)c3)c(=O)c2=O)C1 (centres undefined)
    3	-1.6	i	-1	2	5	-4	-0.1	-1
[3] CN(Cc1cnn(-c2ccccc2)c1)C(=O)c1cccc(S(=O)(=O)Nc2ccccc2F)c1
    1	-0.3	i	-1	-1	8	-1	1.8	-5
[12] O=C(NCc1nnc(SCc2ccccc2)n1-c1ccc(F)cc1)C12CC3CC(CC(C3)C1)C2
    -10	-0.6	i	-3	2	0	10	1.6	-4

# Back to the main list with the 2 entries that preceded the break.
# Value order: CSN inh	Tb MetRS inh	Neddylation inh	MsrA act	eLon inh	PABP1 MLLE inh	FAS TE block	MsrA inh	Rin1-Abl PPI inh
[29] COc1cc(C(=O)NCc2nnc(SCC(=O)N3CCOCC3)o2)cc(OC)c1OC
    8	-0.5	i	0	9	-9	-7	0.7	-5
[30] CCN1CCN(C(=O)C(C)Nc2ccc(OC)cc2OC)CC1 (centres undefined)
    4	-0.6	i	-4	1	-52	-7	-0.6	-1
[31] NC(=O)C1(Nc2ccc([N+](=O)[O-])cc2)CCCC1
    5	-0.2	i	-4	-15	4	-5	1.4	1
[32] O=C(Nc1n[nH]c(=S)s1)c1ccc2ccccc2c1
    -3	-0.5	i	0	-6	-1	1	0.5	0
[33] O=[N+]([O-])c1ccc(Cl)c(-c2ccc(/C=N/n3cnnc3)o2)c1
    3	-1.6	i	-9	4	3	11	5.2*	-3
[34] O=C(NCCO)C(=O)NCC1OCCCN1S(=O)(=O)c1cc(F)ccc1F (centres undefined)
    -2	-0.2	i	-3	-7	-1	-2	0.5	2
[35] O=C(COc1ccc(F)cc1)NCCNC(=O)COc1ccc(F)cc1
    4	-0.2	i	-1	-14	8	-4	0.1	2
[36] CCOCCCn1c(=S)[nH]c2cc(C(=O)N3CCN(C)CC3)ccc2c1=O
    -6	-0.4	i	2	-7	-16	-7	0.5	-1
[37] COc1ccc(/C(C)=N/Nc2nc3ccccc3nc2C)cc1OC
    -5	-0.6	i	-3	-11	-2	-20	0.6	2
[38] COC(=O)c1scc(C)c1-n1ccc(C(=O)C(=O)N(C)C)c1
    1	0.0	i	-7	-4	3	-8	1.8	0
[39] COC(=O)C1=C(C)N=C2SC(C)C(=O)N2C1/C=C/c1ccccc1 (centres undefined)
    -1	0.8	i	1	2	37	2	0.5	4
[40] CCNC(=O)COC(=O)c1cc(S(=O)(=O)N2CCCCC2)ccc1C
    3	0.4	i	0	-7	3	-5	-0.4	2
[41] CCn1c(SC(C)C(=O)Nc2nccs2)nnc1-c1ccncc1 (centres undefined)
    1	-0.2	i	-3	4	11	-3	0.3	-1
[42] CC(=O)NC(CC(=O)OCC(=O)N1CCN(S(=O)(=O)c2ccc(C)cc2C)CC1)c1ccccc1 (centres undefined)
    0	0.4	i	-7	-4	6	-5	-0.4	2
[43] CCCc1cc(=O)n2[nH]cnc2n1
    2	-1.6	i	-13	-10	0	-10	2.0	-1
[44] COc1ccc(-c2ccc(OC)c([C@H]3[C@H]4C=CC[C@@H](C)[C@@H]4C(=O)N3Cc3ccccc3)c2)cc1
    0	-0.4	i	-4	3	-9	34	-0.7	3
[45] O=C(Nc1ccc(S(=O)(=O)N2CCCCC2c2cccnc2)cc1)c1c(F)cccc1F (centres undefined)
    1	0.1	i	-3	0	-10	5	0.0	-2
[46] CCOc1ccc(C(=O)N[C@H](C(=O)NNC(=O)c2cccs2)C(C)C)cc1
    1	-0.3	i	-2	4	-1	-6	-0.1	3
[47] COc1ccc(NC(=O)Cn2cnc3sc(C)c(S(=O)(=O)N4CCOCC4)c3c2=O)c(OC)c1
    7	-0.5	i	-8	-2	0	0	-0.9	1
[48] O=C(CSc1nc(COc2ccccc2)nc2ccccc12)NC1CCCC1
    -2	-1.6	i	-7	-9	10	8	1.0	2
[49] Nc1ccccc1C(=O)NNC1=C(C(=O)C(F)(F)F)CCC1
    5	-0.5	i	-4	11	-1	14	-0.8	-5
[50] COc1ccc(CCC(=O)NC(C)C)cc1
    1	-0.7	i	-3	-11	8	-4	-0.8	2
[51] COc1ccc(S(=O)(=O)NC2CC2)cc1Br
    -2	-1.4	i	-8	-24	-3	-6	-0.6	-6
[52] COCCn1c(SCC(=O)Nc2cccc(F)c2)nc2c(c1=O)SCC2
    7	0.4	i	-4	-19	13	0	1.8	-1
[53] CCCCC#Cc1cncc(C(=O)N/N=C/c2ccccc2)c1
    -3	-0.6	i	-5	-1	18	10	1.2	-2
[54] CC(c1ccncc1)C(C)c1ccncc1 (centres undefined)
    1	-0.4	i	-3	-1	-1	-5	-1.5	1
[55] COc1ccc(CC(=O)N(C)Cc2cccc(F)c2)cc1S(=O)(=O)N1CCOCC1
    0	0.0	i	-2	-3	-1	-4	0.1	0
[56] CN(C)Cc1c(C(=O)N/N=C/C2CC=CCC2)nnn1-c1nonc1N (centres undefined)
    0	-0.3	i	-8	5	8	-4	-1.1	-3
[57] COn1c(C)c(C(C)=O)c2c3no[n+]([O-])c3ccc21
    2	-1.5	i	-6	-1	-3	1	0.2	0
[58] COc1ccc(-c2nnc(SCC(=O)Nc3sc4c(c3C#N)CCC4)n2CC2CCCO2)cc1 (centres undefined)
    3	-1.1	i	-5	-10	1	4	1.1	-1
[59] CC(NC(=O)COC(=O)c1ccccc1Nc1ccccc1)c1ccccc1 (centres undefined)
    0	-0.1	nt	-3	2	1	18	0.8	2
[60] COc1ccc(Br)cc1CNC(=O)CCN1C(=O)COc2ccccc21
    0	0.7	i	2	-2	4	0	1.6	4
